Screens from PubChem BioAssay.
ST2 inh: IL1RL1 inhibition. Q01638. AlphaLISA ST2-Fc/biotin-IL-33 interaction, 1 h. inhibition, % for hits at 17 µM. hit rate 2.3% among 78,000; in the data active = inhibition above about 30%; inconclusive = mostly about 10% to 28%
Target sequence (Q01638 whole entry, looked up): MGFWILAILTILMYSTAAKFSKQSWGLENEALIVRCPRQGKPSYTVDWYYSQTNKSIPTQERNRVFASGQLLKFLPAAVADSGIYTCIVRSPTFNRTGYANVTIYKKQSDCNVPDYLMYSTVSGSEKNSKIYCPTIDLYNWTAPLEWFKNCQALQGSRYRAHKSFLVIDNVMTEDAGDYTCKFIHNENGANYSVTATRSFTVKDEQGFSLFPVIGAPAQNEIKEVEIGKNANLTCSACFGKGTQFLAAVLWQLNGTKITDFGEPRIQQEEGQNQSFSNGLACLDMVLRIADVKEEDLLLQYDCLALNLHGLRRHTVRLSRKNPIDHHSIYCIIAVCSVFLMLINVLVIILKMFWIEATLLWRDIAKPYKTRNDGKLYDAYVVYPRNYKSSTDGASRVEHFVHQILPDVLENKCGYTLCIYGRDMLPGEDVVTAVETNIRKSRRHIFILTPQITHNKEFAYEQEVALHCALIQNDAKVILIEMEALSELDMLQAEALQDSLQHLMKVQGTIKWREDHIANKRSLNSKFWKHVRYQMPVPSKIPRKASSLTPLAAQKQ
The depositor's hits bear a star; i = inactive; ? = inconclusive.

SMILES	ST2 inh
CCOC(=O)c1nn(CCc2scnc2C)c2c1CN(C(=O)c1scc3c1CCCC3)CC2	i
O=C(O)c1cc(S(=O)(=O)NCc2ccccc2)ccc1Br	i
Cc1c(C(=O)NC2CCCCC2)oc2ccc(S(=O)(=O)N3CCCC3)cc12	i
CC1CCN(C(=O)/C=C/c2ccc3c(c2)OCO3)CC1	?
COc1ccc(OC)c(S(=O)(=O)Nc2cccc(C(=O)O)c2)c1	i
Cc1ccc(CN2CCC(CNC(=O)c3c(C)noc3C)C2)cc1C (centres undefined)	i
CCC(C)NC(=O)c1cc2c(=O)oc3ccccc3c2s1 (centres undefined)	i
COc1ccc(C2C(=C(O)c3ccccc3)C(=O)C(=O)N2c2nccs2)cc1OC (centres undefined)	i
CCn1c(C(=O)O)c(CC(=O)NCCN(C)C)c2ccccc21	i
CCOC(=O)c1nc2sc(C)c(C)c2c(=O)[nH]1	i
O=C(NCc1cccnc1)c1ccc(N2CCC(NC3C4CC5CC(C4)CC3C5)CC2)cc1 (centres undefined)	i
CCCc1cc(C(=O)Nc2ccccc2SC)no1	i
O=C(Nc1c2c(nn1-c1ccc(Cl)cc1)CSC2)c1ccccc1F	i
NC(=O)c1ccc(NC(=O)CCSc2ccc(Cl)cc2)cc1	i
COc1ccc(NC(=O)COc2nsnc2N2CCCCC2)cc1	?
Cc1ccc(NC(=O)CN2C(=O)C3C4C=CC(C4)C3C2=O)cc1C (centres undefined)	i
CC1=C(C(=O)Nc2ccc(C)cc2C)C(c2cccc([N+](=O)[O-])c2)n2ncnc2N1 (centres undefined)	i
O=C1c2ccccc2C(=O)N1C1CCCCC1N1C(=O)c2ccccc2C1=O (centres undefined)	i
CCCOc1ccc2oc(=O)c3c(c2c1)CCCN3C(=O)CN1CCCCCC1	i
CCOC(=O)C1CCN(c2ncnc(N)c2[N+](=O)[O-])CC1	i
NC(=O)c1cccnc1N1CCC(n2cc(Cc3ccccc3)nn2)CC1	?
Cc1ccc(C(=O)N2CCN(c3ccccn3)CC2)cc1C	i
CCOC(=O)c1sc(NC(=O)C2CC2c2ccccc2)c(C(=O)OCC)c1C (centres undefined)	i
O=C(CNC(=O)c1cccs1)NCc1cccs1	i
Cc1ccc(N(C(=O)Cc2ccc(F)cc2)C2C=CS(=O)(=O)C2)cc1C (centres undefined)	i
Continued.
SMILES	ST2 inh
CC(C)NC(=O)C(=O)Nc1cccc(Cl)c1	?
COc1ccc(NC(=O)CC(=O)N2CCN(CCO)CC2)c(OC)c1	i
CCOC(=O)N1CCC(NCC2(c3cccc(F)c3)CCOCC2)CC1	i
Cc1nc2sccn2c1C(=O)N(C)C(C)c1ccon1 (centres undefined)	?
CN(C)C(=O)c1cncc(-c2cc(NCc3ccncc3)nc3[nH]ccc23)n1	?
CC(C)Cc1ccc(-c2csc(NC(=O)[C@H]3[C@H]4CC[C@H](C4)[C@H]3C(=O)O)n2)cc1	i
CCCCN(CC)S(=O)(=O)c1c(C)[nH]c(=O)[nH]c1=O	i
Cc1cccc(CN2CCCN(CC(=O)NC3CCCCC3)S2(=O)=O)c1	i
COc1cc(NC(=S)N[C@H]2CO[C@H]3[C@@H]2OC[C@@H]3n2nnnc2-c2ccc3c(c2)OCO3)cc(OC)c1	i
COc1ccc(OC)c(CN2CCN(C(=O)c3cc(OC)c(OC)c(OC)c3)CC2)c1	i
Cc1cccc2nc(CSc3nnnn3-c3ccccc3)c(Br)n12	i
Cn1cc(C(F)(F)F)nc1-c1ccc(OCC(O)CNCCOc2ccc(O)c(C(N)=O)c2)cc1 (centres undefined)	?
CCOC(CNc1nc(-c2ccc(C)cc2)nc2ccccc12)OCC	i
CN(Cc1ccccc1)C(=O)CSc1cc(=O)n(C)c2ccccc12	i
Oc1c(C(Nc2ccccn2)c2ccc(Cl)cc2)ccc2cccnc12 (centres undefined)	?
Cc1ccc(CSCC(=O)N2CCOCC2)cc1	i
COc1c(S(=O)(=O)N2CCCCC2C)ccc(Cl)c1Cl (centres undefined)	i
COc1ccc(CNCc2ccc(Br)cc2)cc1	i
CSc1ccc(S(=O)(=O)N(CC(=O)Nc2ccc(C(N)=O)cc2)c2ccc(C)cc2)cc1	i
Cc1ccc(C(=O)Nc2nc(-c3ccc(F)cc3)cs2)o1	i
COCCO[C@H]1[C@H](NC(=O)C(C)C)c2ccccc2C12CCN(C(=O)CCc1cccs1)CC2	?
CCCCOc1ccc(S(=O)(=O)n2cnc3cc(C)c(C)cc32)cc1	?
O=C(NCCc1ccc(Cl)cc1)c1ccc(NC2=NC3CS(=O)(=O)CC3S2)cc1 (centres undefined)	?
COc1ccc(/C=C2/C(=O)c3ccc(C(=O)O)cc3C2=O)cc1OC	i
Cc1ccc(S(=O)(=O)N2CCCCC2)cc1	i
(listing goes on)
SMILES	ST2 inh
O=C(Nc1cccc(O)c1)c1ccc(Br)c(S(=O)(=O)N2CCCCCC2)c1	i
CNCC(=O)NCc1cnc(-c2cccc(OC)c2)s1	?
CC1CCN([C@@H]2[C@H](O)[C@H](CO)O[C@@H]2CNC(=O)c2ccco2)CC1	i
OCC1(CCCc2ccccc2)CCN(Cc2ccc3nonc3c2)CC1	?
Cc1nc2c(-c3ccc(F)cc3)c(C)nn2c(C)c1CCC(=O)Nc1ccc2c(c1)OCO2	?
COc1ccc(N=Cc2cc(Cl)cc([N+](=O)[O-])c2O)cc1Cl	i
CC(C)CC(=O)Nc1cccc(OCc2cc(=O)n3cc(Cl)ccc3n2)c1	i
Cc1ccc(C)c(N2CCN(C(=O)Cc3ccc(-n4c(=O)[nH]c5ccsc5c4=O)cc3)CC2)c1	i
COc1ccc(OC)c(C(=O)c2ccc(C(=O)Nc3ccccc3)cc2)c1	?
CS(=O)(=O)N(CC(=O)N1CCC(Cc2ccccc2)CC1)c1ccccc1F	i
COc1ccc(-c2noc(CCC(=O)NC3CCCC3)n2)cc1	i
Cn1c(=O)[nH]c2c(nc(-c3ccccc3)n2C)c1=O	i
COCCCNC(=O)c1cc2c(=O)n3ccccc3nc2n1C	i
O=C(NCCN1CCCCCC1)c1ccc2c(c1)ncn2C1CCCC1	?
COc1ccc(N2CCCS2(=O)=O)cc1NC(=O)Cc1cccc(C)c1	i
CC(C)Oc1ccc(C(=O)N(c2ccc(C(C)C)cc2)C2C=CS(=O)(=O)C2)cc1 (centres undefined)	i
COc1ccc(S(=O)(=O)N2CCSC2c2ccc([N+](=O)[O-])cc2)cc1 (centres undefined)	?
N#Cc1c(N=c2oc3ccccc3cc2C(N)=O)sc2c1CCCC2	i
Cc1ccccc1OCCOCCN1CCCC1	?
Brc1ccc(CN2CCSCC2)cc1	?
O=C1Nc2cc(Cl)c(Cl)cc2N(O)N1c1ccccc1C(F)(F)F	i
COc1ccc(OC)c(CNC(=O)c2cc3cc4ccc(OC)cc4nc3o2)c1	?
CC1CN(c2nc(-c3ccc([N+](=O)[O-])cc3)cs2)CC(C)O1 (centres undefined)	?
O=C(CCc1cc(Cl)no1)N1CCOC(c2ccc(Cl)cc2)C1 (centres undefined)	?
CCc1ccc(NC(=O)c2cc(-c3ccco3)on2)cc1	i

Fetched by structure from the entries so far (2):
SMILES	ST2 inh
N#Cc1c(N=c2oc3ccccc3cc2C(N)=O)sc2c1CCCC2	i
COCCCNC(=O)c1cc2c(=O)n3ccccc3nc2n1C	i

(further entries)
SMILES	ST2 inh
Cc1ccc(CNc2ncnc3c2cnn3-c2ccccc2)cc1	i
Cc1ccccc1N1CCN(Cc2ccc(S(C)(=O)=O)cc2)C(C)C1 (centres undefined)	?
Cc1cccc(CN(C)Cc2ccc(-c3nc(C(F)(F)F)c(C)c(=O)[nH]3)cc2)n1	?
O=C(C1CC1)N1CCc2cc(S(=O)(=O)N3CCC(N4CCCCC4)CC3)ccc21	i
O=[N+]([O-])c1ccc(Cl)c(N=Cc2nc(-c3ccc(Cl)cc3)oc2O)c1	?
CCOc1cc(C(=O)Nc2cc(N3CCCS3(=O)=O)ccc2C)cc(OCC)c1OCC	i
O=C1C2C3CCC(C3)C2C(=O)N1c1cc(Cl)ccc1Cl (centres undefined)	i
Cc1cc(C)nc(NS(=O)(=O)c2ccc(NC(=O)Cn3cnc4ccccc4c3=O)cc2)n1	i
O=c1c2sccc2n(Cc2cc(=O)n3ccccc3n2)c(=O)n1-c1ccc(F)c(Cl)c1	?
CC1=C(C(=O)OC2CCCCC2)C(c2cccs2)n2nnnc2N1 (centres undefined)	i
O=S1(=O)C=C(Nc2ccccc2)CC1	?
CC1=CC[C@@H]2CN(C(=O)CCN3Cc4ccccc4C3=O)C[C@@H]2C1	?
COc1cccc(-c2c(C#N)c(N)n3c(nc4ccccc43)c2C#N)c1	i
CC1CCCN(S(=O)(=O)c2ccc(C(=O)Nc3nnc(-c4cccs4)o3)cc2)C1 (centres undefined)	i
COc1cccc2cc(-c3nc(-c4ccc(Br)cc4)cs3)c(=O)oc12	i
Cc1ccccc1N1C(N)=C(C#N)C(c2ccsc2)C2=C1CC(C)(C)CC2=O (centres undefined)	i
O=C(Nc1ccc2nn(-c3ccc(Cl)cc3)nc2c1)c1cccs1	?
Cc1ccc(CNc2ccc3c(c2)ncn3C(C)(C)C)cc1	?
CC(=O)Oc1ccc2c(=O)c(-c3ccc4c(c3)OCCCO4)c(C)oc2c1	i
C=CCSc1nnc2c(n1)OC(c1cc(OC)ccc1OC)N(C(C)=O)c1ccccc1-2 (centres undefined)	i
CCn1c(CC2CCN(CCc3ccccc3)CC2)n[nH]c1=O	?
Cc1cccc(NC(=O)c2ccc([N+](=O)[O-])cc2Cl)c1	31.0%*
COc1cccc(Cn2c(CNS(=O)(=O)c3ccc(CC(C)C)cc3)nc3cccnc32)c1	i
COc1ccc(NC(=O)c2noc3c2CCCCC3)cc1OC	i
CSc1nc2c(c(=O)n1-c1ccc(Br)cc1)SCC2	?
(list continues)
SMILES	ST2 inh
COc1ccc(CN2CCN(Cc3cc(OC)c(OC)c(OC)c3)CC2)cc1OC	?
COc1ccc(C(=O)CSC2=N/C(=C/c3ccc(O)c(OC)c3)C(=O)N2c2ccccc2)cc1	?
Cc1ccc(Nc2nc3c(c(=O)n(C)c(=O)n3C)n2C)cc1C	i
O=C(O)c1c(NC(=O)c2cccc3ccccc23)sc2c1CCCC2	i
COc1ccc(C2SCCN2C(=O)c2ccccc2C(=O)O)cc1Br (centres undefined)	i
COc1ccc(C(=O)NCCc2c[nH]c3ccccc23)cc1	i
Cc1nn(CC(=O)O)c2c1C1C(C2)C1(C)C (centres undefined)	i
COc1cc(NC(=O)CSc2ccccc2)c(OC)cc1Cl	i
O=C(NCc1ccco1)N1CCCC(c2n[nH]c(=O)n2-c2ccccc2)C1 (centres undefined)	i
O=C(CN1C(=O)C2(OCCCO2)c2ccccc21)NCCc1ccccc1	i
COc1ccc(C2C(C#N)=C(N)Oc3cc(N)ccc32)cc1OC (centres undefined)	i
COc1ccccc1CC(=O)Nc1cccc([N+](=O)[O-])c1C	i
COc1ccc(-c2[nH]ncc2Oc2ccc(F)cc2)c(O)c1	?
O=C(CN1C(=O)CC(c2ccccc2)Sc2ccccc21)N1CCOCC1 (centres undefined)	i
Cc1ccc(Nc2cc(C)nc(Nc3ccc(NC(=O)c4ccc(Br)cc4)cc3)n2)cc1	i
Clc1ccccc1CN1CCc2ccccc2C1	i
Cc1cccc(NS(=O)(=O)c2cccc3cccnc23)n1	i
Cc1c(NC(=O)c2cc(-c3ccc4c(c3)OCO4)on2)c(=O)n(-c2ccccc2)n1C	i
Cc1ccc(O)c(CCc2ccc(O)cc2)n1	i
Cc1onc(-c2ccccc2)c1C(=O)O	?
COc1ccc(-c2c(C#N)c(N)nc(OC)c2C#N)cc1	?
NC(=O)c1c(NC(=O)CCCn2cnc([N+](=O)[O-])n2)sc2c1CCCC2	?
Cn1c(=O)cc(SCC(=O)NC2CCCc3ccccc32)c2ccccc21 (centres undefined)	i
O=C(O)CCCC(=O)Nc1ccc(I)cc1	i
O=c1[nH]c2ccccc2cc1-c1cc(NCc2ccccn2)nc2[nH]ccc12	?

19 compounds from above, arranged by formula weight, high to low:
SMILES	ST2 inh
COc1ccc(C(=O)CSC2=N/C(=C/c3ccc(O)c(OC)c3)C(=O)N2c2ccccc2)cc1	?
COc1ccc(C2SCCN2C(=O)c2ccccc2C(=O)O)cc1Br (centres undefined)	i
Cc1c(NC(=O)c2cc(-c3ccc4c(c3)OCO4)on2)c(=O)n(-c2ccccc2)n1C	i
COc1ccc(CN2CCN(Cc3cc(OC)c(OC)c(OC)c3)CC2)cc1OC	?
O=C(CN1C(=O)CC(c2ccccc2)Sc2ccccc21)N1CCOCC1 (centres undefined)	i
Cn1c(=O)cc(SCC(=O)NC2CCCc3ccccc32)c2ccccc21 (centres undefined)	i
O=C(NCc1ccco1)N1CCCC(c2n[nH]c(=O)n2-c2ccccc2)C1 (centres undefined)	i
O=C(CN1C(=O)C2(OCCCO2)c2ccccc21)NCCc1ccccc1	i
COc1cc(NC(=O)CSc2ccccc2)c(OC)cc1Cl	i
O=C(O)CCCC(=O)Nc1ccc(I)cc1	i
COc1ccc(C2C(C#N)=C(N)Oc3cc(N)ccc32)cc1OC (centres undefined)	i
Cc1ccc(Nc2nc3c(c(=O)n(C)c(=O)n3C)n2C)cc1C	i
COc1ccc(-c2[nH]ncc2Oc2ccc(F)cc2)c(O)c1	?
Cc1cccc(NS(=O)(=O)c2cccc3cccnc23)n1	i
COc1ccc(C(=O)NCCc2c[nH]c3ccccc23)cc1	i
COc1ccc(-c2c(C#N)c(N)nc(OC)c2C#N)cc1	?
Cc1ccc(O)c(CCc2ccc(O)cc2)n1	i
Cc1nn(CC(=O)O)c2c1C1C(C2)C1(C)C (centres undefined)	i
Cc1onc(-c2ccccc2)c1C(=O)O	?

More compounds.
SMILES	ST2 inh
COc1cccc(C2CC(c3cccc(C)c3)n3nc(N)nc3N2)c1 (centres undefined)	?
COc1ccccc1NC(=O)COc1ccc(C)c(C)c1	i
Cc1[nH]nc2c1C(c1cccc(Br)c1)C1=C(CC(C)(C)CC1=O)N2 (centres undefined)	i
CCOCCCNS(=O)(=O)c1cccc2cccnc12	?
C=CCN1C(=O)c2ccccc2Sc2ccc(C(=O)O)cc21	i
Cc1cccc2oc(-c3cc(N=Cc4cc([N+](=O)[O-])cc([N+](=O)[O-])c4O)ccc3O)nc12	?
CSc1nc(N)nc(SCC(=O)Nc2ccc([N+](=O)[O-])cc2)c1C#N	?
c1nc(Nc2ccc(N3CCCCC3)cc2)c2c3c(sc2n1)CCCC3	58.0%*
CC(=O)c1cc(C#N)c(SCC(=O)NCc2ccccc2)nc1C	i
O=C(c1cc2sccc2[nH]1)N(Cc1cccnc1)CC1CCCN(C2CCCCC2)C1 (centres undefined)	i

Not all compounds are listed; count on the stated rates, not on these rows.
